Screens (PubChem BioAssay)
Ba/F3 V617F tox: reduced viability of JAK2V617F-dependent Ba/F3 cells, primary screen, JAK2V617F inhibitor project, cell-based, Ba/F3 EpoR-JAK2V617F, luminescence. ATP luminescence. AID 1446, 2008. hit rate 1.1% among 220,000. inhibition, % at 5.6 µM;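 active = inhibition above the campaign mean plus 3 SD over all tested compounds, cut at about 24% in these data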;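 note: cytokine-independent growth of Ba/F3 cells driven by EpoR plus mutant JAK2; 0% = DMSO-treated cells and 100% = JAK inhibitor I control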
p47phox inh: p47phox/p22phox peptide binding inhibitors, primary screen, biochemical, uHTS, NADPH oxidase regulatory subunit; hit rate 0.53% among 220,000; inhibition, % at 24.7 µM; Neutrophil cytosol factor 1 (Homo sapiens), P14598; fluorescence polarization, 2 h; AID 1274, 2008;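 active = inhibition above about 30%, limit read from the data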;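 note: 0% = p47phox with labelled peptide and 100% = labelled peptide alone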
NPY-Y2 PAM-ag: NPY-Y2 potentiators or agonists, primary screen, cell-based; Neuropeptide Y receptor type 2 (Homo sapiens), P49146; cells expressing NPY-Y2, potentiator/agonist read-out; activation, % at 3.6 µM; hit rate 0.45% among 220,000; in the data active = activation above about 27%;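 note: cells stimulated with NPY near EC25 plus isoproterenol at EC100; 0% = vehicle plus submaximal agonist and 100% = vehicle plus saturating agonist; some results beyond the cut were filed as inactive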
Target sequence (P49146 whole entry, looked up): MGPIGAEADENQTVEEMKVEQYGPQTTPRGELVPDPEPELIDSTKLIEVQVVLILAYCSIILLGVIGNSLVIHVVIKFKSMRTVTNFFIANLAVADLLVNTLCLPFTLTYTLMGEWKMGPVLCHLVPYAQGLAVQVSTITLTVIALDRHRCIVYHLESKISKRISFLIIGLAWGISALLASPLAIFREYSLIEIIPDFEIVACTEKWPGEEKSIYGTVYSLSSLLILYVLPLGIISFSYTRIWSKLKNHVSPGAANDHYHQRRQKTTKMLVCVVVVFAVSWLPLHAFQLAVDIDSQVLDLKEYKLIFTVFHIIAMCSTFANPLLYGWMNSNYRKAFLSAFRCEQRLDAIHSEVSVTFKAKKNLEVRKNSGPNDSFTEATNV
CHOP inh: inhibitors of CHOP promoter induction, primary screen, cell-based, unfolded protein response, luciferase reporter | CHO-K1 CHOP-promoter luciferase, tunicamycin-induced, 15-18 h | inhibition, % at 10 µM | hit rate 3.8% among 220,000 | AID 2732, 2010;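 active = compounds that reduced the stress-induced luciferase reporter signal by more than about 70% of percent inhibition, limit read from the data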;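 note: 0% = tunicamycin plus vehicle and 100% = wells without tunicamycin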
S1P4 agonist: S1P4 receptor agonists, primary screen, cell-based; Sphingosine 1-phosphate receptor 4 (Homo sapiens), O95977; S1P4-expressing cell line, agonist reporter assay; activation, % at 4.98 µM; hit rate 0.35% among 220,000; in the data active = activation above about 11%;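 note: 0% = DMSO vehicle and 100% = reference agonist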
BaF3 parental: parental Ba/F3 cell viability inhibition, counter-screen for JAK2V617F inhibitor project, murine pro-B, CellTiter-Glo luminescence; CellTiter-Glo ATP luminescence; hit rate 1.1% among 220,000; inhibition, % at 5.6 µM;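 active = inhibition above a per-campaign cutoff, the mean inhibition of all tested compounds plus 3 SD, cut at about 27% in these data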;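 note: 0% = DMSO wells and 100% = JAK Inhibitor I control wells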
NPY1 pot ag: NPY-Y1 receptor potentiators or agonists, primary screen, cell-based; NPY-Y1 expressing cells, potentiator/agonist activation; activation, % at 3.6 µM; hit rate 0.37% among 220,000; Neuropeptide Y receptor type 1 (Homo sapiens), P25929; AID 1304, 2008; in the data active = activation above about 33%, passing the limit was not always enough;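 note: cells stimulated with NPY at EC10 then isoproterenol at EC100; 0% = low agonist plus stimulus and 100% = saturating agonist plus stimulus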
Target sequence (P25929 whole entry, looked up): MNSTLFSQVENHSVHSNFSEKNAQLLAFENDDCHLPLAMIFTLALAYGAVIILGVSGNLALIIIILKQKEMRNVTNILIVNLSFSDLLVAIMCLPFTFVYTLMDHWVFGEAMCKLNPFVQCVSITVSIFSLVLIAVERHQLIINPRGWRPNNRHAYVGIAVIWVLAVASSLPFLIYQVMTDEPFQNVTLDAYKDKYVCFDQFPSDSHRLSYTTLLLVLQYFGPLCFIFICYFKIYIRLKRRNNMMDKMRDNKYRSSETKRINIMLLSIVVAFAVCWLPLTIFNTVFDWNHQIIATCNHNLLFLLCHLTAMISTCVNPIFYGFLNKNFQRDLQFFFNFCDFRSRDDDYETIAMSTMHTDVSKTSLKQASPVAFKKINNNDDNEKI
S1P4 antag: S1P4 receptor antagonists, primary screen, cell-based; S1P4-expressing cells, antagonist mode, reporter read-out; hit rate 0.26% among 220,000; inhibition, % at 4.98 µM; Sphingosine 1-phosphate receptor 4 (Homo sapiens), O95977; in the data active = inhibition above about 29%;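 note: 0% = wells stimulated with agonist and 100% = vehicle wells without agonist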
NPY-Y1 antag: NPY-Y1 receptor antagonists, primary screen, cell-based; Neuropeptide Y receptor type 1 (Homo sapiens), P25929; HEK293-CNG Y1 cells, membrane potential fluorescence; NPY at EC95, then isoproterenol; inhibition, % at 3.6 µM; hit rate 1% among 200,000; AID 1040, 2008;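 active = inhibition above the campaign mean inhibition of all tested compounds plus 3 SD, cut at about 20% in these data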;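 note: 0% = DMSO wells given NPY plus isoproterenol and 100% = isoproterenol alone without NPY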
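Material: HEK293 cells with Y1 receptor plus CNG channel; times: compound incubation 1 h at room temperature, readout 45 min post-stimulation; signal: fluorescence, membrane potential probe; read-out basis: fluorescence ratio normalized to % inhibition between controls; benchmarks: full-block control isoproterenol-only wells, zero-block control NPY plus isoproterenol wells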
* = called active by the depositor; x = not tested or not shown; & = joins results of further samples.

SMILES	Ba/F3 V617F tox	p47phox inh	NPY-Y2 PAM-ag	CHOP inh	S1P4 agonist	BaF3 parental	NPY1 pot ag	S1P4 antag	NPY-Y1 antag
CC(C)N(C(=O)COC(=O)c1ccc(Cl)nc1)C(C)C	-1	2	-1	-5	0.6	-1	7	-3	0
OCC1(CCOc2ccccc2)CCN(Cc2cn[nH]c2-c2ccc(F)cc2)CC1	1	-8	1	5	3.6	5	17	-14	4
Cc1cc(NC(=O)c2ccc(F)cc2)n(-c2ccccn2)n1	3	-11	-6	22	0.7	4	-6	-6	-1
Cc1cccc(OCCNC(=O)c2ncn[nH]2)c1	1	-3	3	10	1.4	2	1	-2	5
c1ccc(-c2nc[nH]c2-c2ccccc2)cc1	-6&6	-4&-3	0&-35	-3&14	-0.5&1.1	-3&3	-10&1	-5&-2	-2
COc1ccc(CN(CC2CCC(C(=O)O)CC2)C(=S)Nc2ccc(C)c(Cl)c2)cc1 (centres undefined)	1	-1	9	1	6.3	6	2	10	4
CSCCC(=O)Nc1cc(S(=O)(=O)N2CCOCC2)ccc1N1CCN(C)CC1	-3	-5	3	-5	-0.1	2	0	10	-5
CNC(=S)NCCc1cc2c(OC)ccc(OC)c2[nH]c1=O	0	-3	9	9	2.1	2	-2	-19	3
CCCC(=O)Nc1ccc2nc(SCC(=O)Nc3nccs3)sc2c1	-2	-5	6	-8	-0.2	2	6	-8	-5
Cn1c(NCc2cccs2)nc2ccccc21	3	-3	2	1	0.7	3	-6	-8	2
CNC(=O)c1[nH]cnc1C(=O)N[C@@H](CC(C)C)C(=O)OCc1ccccc1	0	x	5	-2	31*	-1	16	-12	3
Nc1c(C(=O)NCc2ccco2)c2nc3ccccc3nc2n1CCc1ccccc1	4	-37	-5	25	1.0	6	-19	10	-4
C/C(=N\N(Cc1ccccc1)c1ccccc1)c1cccnc1	-3	-2	6	25	0.3	0	12	14	-3
COc1ccc(C(CNC(=O)c2cc(C)oc2C)N2CCOCC2)cc1 (centres undefined)	-2	-15	13	8	0.9	4	20	-3	2
Cc1ccc(OCC(=O)NCCO)cc1C	-3	3	7	52	-3.0	1	20	6	-2
COc1cc2c(cc1NC(=O)CSc1ccccc1)oc1ccccc12	-3	-49	-24	6	-0.3	2	-32	-7	0
O=C(CNC(=O)c1ccco1)OCN1C(=O)c2ccccc2C1=O	-2	0	-4	-17	-0.1	6	7	6	3
O=C(c1cnc2sccn2c1=O)N1CCc2ccccc2C1	-2	13	6	-34	-2.2	6	8	-3	6
O=C(O)c1ccc(-n2c(-c3cc(C4CC4)[nH]n3)n[nH]c2=S)cc1	-2	4	6	3	-0.9	4	-1	3	x
COc1cc(C(=O)NNC(=O)C2CC=CCC2C(=O)O)cc(OC)c1OC (centres undefined)	60*	-5	-11	-11	0.9	44*	-2	-3	-6
COc1ccc(NS(=O)(=O)c2cc(NC(=O)c3cc(=O)c4ccccc4o3)ccc2OC)cc1	-2	1	13	9	0.8	4	12	-1	2
CCCc1nc2n[nH]c(N)c2c2c1COC(C)(C)C2	-2	-8	-5	11	1.1	1	-7	-9	-5
Cc1ccc(S(=O)(=O)N2CCCCC2)cc1NC(=O)COC(=O)c1cc[n+]([O-])cc1	2	-19	-2	5	-1.3	9	-16	-12	0
C/C(=C\C(=O)c1cccnc1)Nc1ccc(C(=O)O)cc1	-4	-2	10	-5	-2.3	-1	-5	0	3
O=C(NCCC1=CCCCC1)C1CCN(S(=O)(=O)N2CCOCC2)CC1	4	6	-16	-8	-0.1	1	-15	2	5
Cc1cc(C)cc(N2CCCC2=O)c1	-3	-1	2	-5	-2.1	7	1	11	5
Cc1ccc(NC(=O)c2cc(S(=O)(=O)c3ccccc3)ccc2Cl)cc1	-1	-21	-32	-8	-2.7	5	-26	-2	5
CC(C)c1ccc(-c2nc3ccccc3s2)cc1	-1	-12	-8	93*	0.6	3	12	0	x
Oc1cccc(C2c3[nH]c4ccccc4c3CCN2Cc2cnn(-c3ccccc3)c2)c1 (centres undefined)	-1	-22	1	106*	0.6	4	-6	-9	2
N/C(=N\OC(=O)c1ccccc1[N+](=O)[O-])c1ccccn1	0	1	19	42	0.1	37*	16	6	2
O=C1c2ccccc2N2C(=O)c3ccccc3C2N1O (centres undefined)	3	-10	-4	23	0.7	2	3	0	-1
CC(=C\c1ccccc1)/C=C1/SC(=O)N(CCCC(=O)Nc2ccc(C(=O)O)cc2)C1=O	1	-13	-4	54	2.2	9	0	11	2
C=C(C)CN(CC)C(=O)COc1ccc(S(=O)(=O)Nc2ccc(OC)cc2)cc1	2	1	4	-13	0.4	11	8	5	-3
Cc1ccc2cc3cc(C(=O)NCCCN4CCc5ccccc5C4)oc3nc2c1	1	-8	-33	41	3.6	5	-98	-14	21*
Cc1ccc(NC2=C(N3CCOCC3)C(=O)c3ccccc3C2=O)cc1	-3	13	0	-9	-1.5	4	25	-4	1
CC1=C(C#N)C(NC(=O)c2ccco2)(C(F)(F)F)C(=O)N1 (centres undefined)	-2	-11	0	-21	0.1	-1	-12	1	0

Structural class: those above containing an aryl thioether with sulfur outside any ring.
SMILES	Ba/F3 V617F tox	p47phox inh	NPY-Y2 PAM-ag	CHOP inh	S1P4 agonist	BaF3 parental	NPY1 pot ag	S1P4 antag	NPY-Y1 antag
CCCC(=O)Nc1ccc2nc(SCC(=O)Nc3nccs3)sc2c1	-2	-5	6	-8	-0.2	2	6	-8	-5
COc1cc2c(cc1NC(=O)CSc1ccccc1)oc1ccccc12	-3	-49	-24	6	-0.3	2	-32	-7	0

Continuation.
SMILES	Ba/F3 V617F tox	p47phox inh	NPY-Y2 PAM-ag	CHOP inh	S1P4 agonist	BaF3 parental	NPY1 pot ag	S1P4 antag	NPY-Y1 antag
O=C(OCC(=O)N1CCCc2ccccc21)c1cccc(S(=O)(=O)N2CCc3ccccc32)c1	-2	-18	13	18	3.9	5	-5	1	2
Cc1nc2ccccn2c1C(=O)N/N=C/c1ccc([N+](=O)[O-])cc1	-3	1	-12	-4	0.4	0	8	0	x
Cc1ccc(NC(=O)Cc2ncon2)cc1Cl	2	-16	-9	2	-0.1	-2	28	-9	x
CC1CCN(c2c([N+](=O)[O-])c(=O)n(-c3ccccc3)c3ccccc23)CC1	-3	-3	8	28	1.3	9	2	-15	4
CC1=C([N+](=O)[O-])C(c2cccc(Br)c2)C2=C(N1)c1ccccc1C2=O (centres undefined)	77*	-18	21	29	-2.9	76*	25	-36	5
CC1CCN(C(=O)CSc2nnc(CN3CCOCC3)n2-c2ccccc2)CC1	-5	-12	11	35	1.4	2	-10	-10	-2
O=C1Nc2ccccc2N(O)N1c1ccc(S(=O)(=O)N2CCCCCC2)cc1	0	3	-14	16	0.6	2	3	-20	1
COc1ccccc1OCc1ccc(C(=O)NCc2ccco2)o1	0	-11	-9	12	4.5	3	14	-23	-3
CC(C)Cn1c(CCCNC(=O)c2ccc(F)cc2)nc2ccccc21	-1	2	4	-5	-2.3	3	-7	-22	0
Cc1cc(=O)[nH]c(N/N=C/c2ccc(N(C)C)cc2)n1	0	-9	8	-13	3.1	6	13	3	10
CC(C)CCNC(=O)C(c1ccc(O)cc1)N(Cc1cccs1)C(=O)C1COc2ccccc2O1 (centres undefined)	-2	-12	7	60	1.0	4	-17	-10	6
CC1(C)Cc2c(sc(N)c2C#N)C(C)(C)N1	-2	-9	-5	-9	0.3	3	1	-9	20

Look-ups from the list.
p47phox inh, CC(C)c1ccc(-c2nc3ccccc3s2)cc1 : -12
CHOP inh, CCCc1nc2n[nH]c(N)c2c2c1COC(C)(C)C2 : 11

(continued)
SMILES	Ba/F3 V617F tox	p47phox inh	NPY-Y2 PAM-ag	CHOP inh	S1P4 agonist	BaF3 parental	NPY1 pot ag	S1P4 antag	NPY-Y1 antag
COc1ccc(-c2noc(CCCC(=O)Nc3cccnc3)n2)cc1OC	-4	-11	7	6	-1.5	-4	26	-7	x
COc1ccc(C2NC(=O)NC(C)=C2C(=O)Nc2cc(C)ccc2C)cc1OC (centres undefined)	-2	-6	3	26	2.9	6	-4	-3	-3
COC(=O)c1cc(Cl)nc2ccccc12	-5	2	-6	-32	-3.0	-1	6	3	0
O=C(NC1CCCCC1)N1CCC(c2nc(-c3ccc(S(=O)(=O)N4CCCC4)cc3)no2)CC1	-4	1	13	40	0.0	0	4	-4	-7
COc1ccc(C(=O)NNS(=O)(=O)c2ccc(C)cc2)cc1	0	14	-4	-8	-2.7	7	6	-27	-4
COc1ccc(CCNc2c(C)c(C)nc3ncnn23)cc1	51*	-17	25	x	-0.6	58*	-37	-13	4
Cn1cncc1C(=O)c1ccccc1	-4	-8	10	22	-0.8	3	27	4	x
CCN1C(=O)/C(=C\C=C\c2ccccc2[N+](=O)[O-])SC1=S	-1	-13	1	6	1.8	7	10	-8	-3
Cc1ccn2cc(C(=O)NC3CCN(Cc4ccccc4)CC3)nc2c1	1	-11	6	6	-0.3	3	-12	-15	2
COc1cccc(NC(=O)Cc2c(O)c3ccccc3[nH]c2=O)c1	-3	-8	17	20	-0.2	-2	14	-7	6
CCCCOc1c(Cl)cc(CNC(C)(C)CO)cc1OCC	4	-8	-14	26	-1.0	8	-35	3	24*
CCOc1cccc2cc(C(N)=O)c(=N)oc12	-3	1	-2	9	-0.3	-4	8	-11	x
COc1ccc(C2CC(c3cccs3)=NN2C(=O)c2ccc(Br)o2)cc1 (centres undefined)	4	-8	-5	3	3.6	6	-10	-11	2
CC(C)CCNC(=O)NC(=O)CSc1ncccn1	3	0	-7	-3	-0.6	5	7	3	-5
Cc1cc(C)cc(C(=O)Oc2coc(CSc3nnc(NC(=O)C4CC4)s3)cc2=O)c1	-2	-11	-7	20	0.4	5	4	-14	-1
CCOC(=O)C1(CCc2ccccc2)CCN(Cc2ccccn2)CC1	3	-5	-24	13	1.3	5	-8	-13	0
CN(C(=O)Nc1ccccc1)C1CCCCC1	0	4	-4	2	0.9	0	11	-12	x
Cc1ccc(-n2nc3c(c2NC(=O)c2ccccc2Br)CS(=O)C3)cc1 (centres undefined)	-5	-11	10	-2	-1.4	0	-15	-22	2
Cc1ccc2c(c1)NCCO2	-3	0	15	4	-0.4	3	-14	-6	-7
Cc1ccc(NC(=S)NCCN(C2CCCCC2)C2CCCC2)cc1C	7	-22	-2	6	-1.4	7	-12	20	28*
COC(=O)CCc1sc(Nc2ccc(Br)cc2)nc1-c1ccc(OC)cc1	0	-8	13	-17	-0.4	8	20	-13	-10
COc1ccc(C(=O)N2CC3(C)C4CCC3(C)C2(C#N)C4)cc1OC (centres undefined)	-2	-22	5	13	1.4	0	3	8	1
COc1ccc(NC(=O)CSc2nnc(C3CCCCC3)n2-c2ccccc2)cc1	5	-6	-3	49	-1.3	9	24	-20	0
Cc1cc(C(=O)N/N=C2\CCCC(=O)C2)c2ccccc2n1	7	-1	-10	-6	-1.2	6	7	7	0
COc1cc(NC(=O)c2cccc(C)c2)c(OC)cc1NC(=O)CN1CCCCC1	-1	-4	0	33	1.2	6	5	-12	6
COCCNC(=S)NNC(=O)CSCc1ccc(Cl)cc1Cl	-3	-8	1	20	1.2	3	15	-6	1
